# A549 tox = A549 cytotoxicity, counter-screen for Nrf2 inhibitors; 390,000 tested, 0.16% active; Potency, µM (titrated, usually from 46 µM), for the others: at the top dose activity change, negative = cytotoxicity, most hits filed as inhibitors; A549 ARE-Fluc cells, CellTiter-Fluor viability, 18-24 h; also: potency is read from the fitted curve at half-maximal effect; % is scaled to controls: 0 for no effect and ±100 for the full control effect
#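 Cytotoxicity counterscreen: CellTiter-Fluor fluorescence was measured in A549 ARE_Fluc cells after 18-24 h of compound exposure in a concentration series. The subsequent BugLite luminescent read reports ARE-luciferase activity.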
# pAkt inh = inhibitors of Akt phosphorylation; Neuro2A IGF-stimulated pAkt S473 HTRF, 20 min; stronger effect = lower value; activity change, % for hits at 50 µM; 360,000 tested, 0.32% active; in the data active = activity change below about -80%; inconclusive = mostly about -51% to -80%; also: % is scaled to controls: 0 for no effect and ±100 for the full control effect
#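 Neuro2A cells (4,500/well, DMEM with 0.5% FBS) were treated with compound at a single 50 µM final concentration, stimulated with 6 nM IGF for 20 min at 37 °C, and lysed. Phospho-Akt Ser473 was read by HTRF as 665/615 ratio ×10^4.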
# MmCpn inh = M. maripaludis TRiC chaperonin inhibition; Potency, µM (doses to about 76.9 µM), for inactives: at the highest dose activity, negative = inhibition, most hits filed as inhibitors; purified Mm-Cpn ATPase, ADP Transcreener TR-FRET; 330,000 tested, 0.031% active; AID 504842; also: potency is read from the fitted curve at half-maximal effect; % is scaled to controls: 0 for no effect and ±100 for the full control effect; nearly all actives have a fitted effect of over 80% in size
#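 TR-FRET (320 nm excitation; 590 and 665 nm emission) reports ADP made from 10 uM ATP by 25 nM enzyme; compounds were preincubated 10 min, reaction run 30 min, both at 37°C.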
# Nrf2 inh = inhibitors of Nrf2 signaling | A549 ARE-Fluc reporter, luciferase luminescence, 18-24 h | Potency, µM (series often up to 46 µM), for inactives: top-dose activity change, negative = inhibition, most hits filed as inhibitors | 360,000 tested, 2.1% active; also: potency is read from the fitted curve at half-maximal effect; % is scaled to controls: 0 for no effect and ±100 for the full control effect; nearly all actives have a fitted effect of over 60% in size
#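 Cells were seeded and rested 2 h, then exposed to compounds for 18-24 h. CellTiter-Fluor was read first as a viability measure. BugLite was added 15 min before the final luminescent read of ARE-luciferase activity in A549 cells.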
# ATXN viability = reduces viability in counter-screen for ATXN expression inhibitors | Potency, µM (highest dose often 56.7 µM), hits mostly cytotoxic | S2 cells (HEK-293 line with an ATXN2-luciferase reporter) viability, CellTiter-Fluor protease fluorescence, 24 h | 400,000 tested, 0.49% active; also: potency is read from the fitted curve at half-maximal effect; nearly all actives have a fitted effect of over 40% in size
# CCT modulator = cytosolic chaperonin activity modulation; purified chaperonin ATPase assay, HTRF ADP detection, 30 min; activity change, % (no concentration beside the values), hits read low; 360,000 tested, 0.3% active; AID 651819; in the data active = activity change below about -30%; also: % is scaled to controls: 0 for no effect and ±100 for the full control effect
#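 TRiC at 40 or 20 nM final (batch-dependent) in 30 mM Tris pH 7.4, 100 mM KCl, 5 mM MgCl2, 1 mM DTT, with compound at single 76 uM and 10 uM ATP, 30 min at 37 deg C. ADP detected by HTRF Transcreener, 665/615 ratio.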
# TGFb inhibitor = TGF-b pathway inhibition; HepG2 CAGA-GFP TGF-b/SMAD3 reporter, GFP fluorescence, 18 h; TGF-beta stimulated, 500 pg/mL final; 410,000 tested, 1.2% active; Potency, µM (highest dose often 46.1 µM), without a hit: top-dose activity, negative = inhibition, usual class: inhibitors; also: potency is read from the fitted curve at half-maximal effect; % is scaled to controls: 0 for no effect and ±100 for the full control effect; nearly all actives have a fitted effect of over 65% in size
#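 HEPG2 CAGA-GFP reporter cells (1000/well, DMEM with 1% FBS) received compounds, then recombinant TGF-beta at 500 pg/mL final for 18 hours at 37 degrees C. Per-cell GFP summed per well was normalised to unstimulated and stimulated DMSO controls before curve fitting.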
# Nrf2 activator = activators of Nrf2 (ARE) signaling; AREc32 ARE-luciferase reporter (MCF7-derived line), luminescence, 24 h; Potency, µM (series often up to 46.1 µM), for inactives: top-dose activation, most hits filed as activators; 410,000 tested, 0.31% active; also: potency is read from the fitted curve at half-maximal effect; % of control where 0% means no effect; nearly all actives have a fitted effect of over 65% in size
#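 Cells of the AREc32 ARE-luciferase line are plated in OPTI-MEM containing 5% FBS and left overnight at 37 deg C. Compounds are pinned in, incubation continues 24 hr, and firefly luciferase signal is then measured.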
# HepG2 viability = counter-screen for TGF-b inhibitors: cytotoxicity in HepG2 cells; HepG2 CAGA-GFP viability, ATP luminescence, 18 h; Potency, µM (doses to about 46.1 µM), for the others: at the highest dose activity change, negative = cytotoxicity, actives largely listed as cytotoxic; 410,000 tested, 0.76% active; AID 588856; also: potency is read from the fitted curve at half-maximal effect; some results filed as inactive show a strong effect at the top dose
#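 CellTiter-Glo luminescence gave cytotoxicity after 18 hours at 37 degrees C. The cells were HepG2 CAGA-GFP in 1% FBS DMEM, stimulated with 500 pg/mL TGF-beta after compound addition. %Activity was normalised to no-cell wells (complete cell-killing) and DMSO (no toxicity), and curves were fitted and classified.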
# Starred values were filed as active, the others as inactive; i = inactive; ? = inconclusive; . = no result given; [ ] = another dose, or the depositor's remark. Unless noted, calls follow the shape of the dose curve; as a rule, active = well fitted curve in the direction sought with a large enough effect; inconclusive = small, poorly fitted or top-dose-only effect, or another doubt; inactive = no such curve, though single readings can be large; an effect the other way counts as inactive or inconclusive.
SMILES,A549 tox,pAkt inh,MmCpn inh,Nrf2 inh,ATXN viability,CCT modulator,TGFb inhibitor,Nrf2 activator,HepG2 viability
NS(=O)(=O)c1ccc(NC(=O)COC(=O)CC2Sc3ccccc3NC2=O)cc1 (centres undefined),1%,i,0%,1%,i,-1.1,6%,5.7%,1%
CSCC[C@H](NC(=O)c1ccc(Br)o1)c1nnc2ccccn12,9%,i,-1%,3%,i,-0.6,-1%,-0.6%,-21%
COCCCNc1cc(C)nc2ccccc12,1%,i,3%,9%,i,-1.7,-6%,0.0%,-19%
CC(C)(C)NC(=O)C(c1cccs1)N(CC1CCCO1)C(=O)c1ccc(-c2ccccc2)[nH]1 (centres undefined),-8%,i,-6%,-15%,i,-2.5,?,0.1%,-24%
CN(C(=O)COc1ncnc2sccc12)C1CCCCC1,-1%,i,0%,14%,i,-0.3,1%,-0.6%,9%
Cc1cccc(CCNS(=O)(=O)c2ccc3c(c2)NC(=O)C(C)S3)c1 (centres undefined),1%,i,-1%,1%,i,-1.6,?,0.6%,-43%
C/C(=N\Nc1ccc(F)cc1)c1ccc(N2CCOCC2)c(F)c1,5%,i,-1%,3%,i,2.9,-9%,3.0%,-5%
CCOC(=O)Cn1c(=O)c2c(nc3n2CCS3)n(C)c1=O,-1%,i,-2%,2%,i,1.3,12%,0.3%,2%
COc1ccc(Cc2c(-c3ccc(F)cc3)nc3ccc(Br)cn23)c(C)c1,.,i,.,.,i,-0.8,-6%,7.2%,0%
CCN(CC(=O)Nc1ccc(NC(C)=O)cc1)C(=O)CCCc1nc2ccccc2s1,-5%,i,0%,2%,i,1.7,0%,-0.6%,0%
CCC(=O)Nc1cccc(C(=O)c2ccc(C)c(C)c2)c1,-3%,i,0%,?,i,-1.5,-2%,0.3%,-19%
COc1ccc(S(=O)(=O)NCCCCC(=O)O)cc1C(=O)O,-33%,i,1%,16µM*,i,0.5,?,-0.5%,-42%
S=C(NCc1ccc2[nH]c3c(c2c1)CCCC3)Nc1ccccc1Cl,-17%,i,-2%,-81%,i,0.3,?,5.0%,-32%
CCN(N=O)[C@@H](Cc1ccccc1)CN(N=O)[C@@H](Cc1ccccc1)CN(C)N=O,9%,i,.,?,i,-1.6,12%,1.9%,-12%
O=S1(=O)CCN2C(Cc3ccc(SC(F)F)cc3)=CSC2=N1,-11%,i,1%,-27%,i,-2.3,12%,-0.9%,-1%
Cc1cccc(OC(C)C(=O)N2CCc3ccccc3C2)c1 (centres undefined),14%,i,2%,7%,i,-5.0,-30%,2.1%,-22%
CN(CC(=O)NC1CCCCC1)S(=O)(=O)c1cccc2cccnc12,-2%,i,1%,-3%,i,-0.8,9%,0.0%,4%
C#CCNS(=O)(=O)c1ccc(F)cc1Br,9%,i,.,11%,i,-0.8,13%,-0.5%,1%
COc1ccc(Cl)cc1NC(=O)c1cc(S(=O)(=O)N(C)Cc2ccccc2)ccc1F,-1%,.,.,.,.,.,2%,2.8%,8%
Cc1cc(NC(=O)CCCn2ccc([N+](=O)[O-])n2)n(Cc2ccc(F)cc2)n1,-2%,i,1%,8%,i,-1.7,1%,-0.7%,-2%
O=C(c1ccc2nc(-c3ccccc3)c(-c3ccccc3)nc2c1)N1CCCCC1,-5%,i,1%,-24%,.,0.9,-34%,0.2%,-40%
O=C(CCn1c(=O)oc2ccccc21)NCc1ccco1,3%,i,1%,2%,i,1.4,1%,-1.1%,0%
O=C(CC(Nc1ccccc1)c1ccccc1)C1CC1 (centres undefined),-7%,i,1%,6%,i,-0.1,-14%,-0.8%,7%
CN(CC(=O)Nc1cccc(F)c1)C(=O)c1ccc(OCC2CCCO2)cc1 (centres undefined),-1%,i,-2%,2%,i,0.1,?,-0.5%,-9%
O=C(Cc1ccc(NC(=O)C2CCN(C(=O)C3CC3)CC2)cc1)Nc1cccc(C(=O)N2CCCCC2)c1,-2%,i,.,15%,i,1.0,0%,-1.3%,1%

# 10 of these compounds in a different format.
# Each structure is followed by: A549 tox	pAkt inh	MmCpn inh	Nrf2 inh	ATXN viability	CCT modulator	TGFb inhibitor	Nrf2 activator	HepG2 viability
> Cc1cccc(OC(C)C(=O)N2CCc3ccccc3C2)c1 (centres undefined)
    14%	i	2%	7%	i	-5.0	-30%	2.1%	-22%
> CN(CC(=O)NC1CCCCC1)S(=O)(=O)c1cccc2cccnc12
    -2%	i	1%	-3%	i	-0.8	9%	0.0%	4%
> C#CCNS(=O)(=O)c1ccc(F)cc1Br
    9%	i	.	11%	i	-0.8	13%	-0.5%	1%
> COc1ccc(Cl)cc1NC(=O)c1cc(S(=O)(=O)N(C)Cc2ccccc2)ccc1F
    -1%	.	.	.	.	.	2%	2.8%	8%
> Cc1cc(NC(=O)CCCn2ccc([N+](=O)[O-])n2)n(Cc2ccc(F)cc2)n1
    -2%	i	1%	8%	i	-1.7	1%	-0.7%	-2%
> O=C(c1ccc2nc(-c3ccccc3)c(-c3ccccc3)nc2c1)N1CCCCC1
    -5%	i	1%	-24%	.	0.9	-34%	0.2%	-40%
> O=C(CCn1c(=O)oc2ccccc21)NCc1ccco1
    3%	i	1%	2%	i	1.4	1%	-1.1%	0%
> O=C(CC(Nc1ccccc1)c1ccccc1)C1CC1 (centres undefined)
    -7%	i	1%	6%	i	-0.1	-14%	-0.8%	7%
> CN(CC(=O)Nc1cccc(F)c1)C(=O)c1ccc(OCC2CCCO2)cc1 (centres undefined)
    -1%	i	-2%	2%	i	0.1	?	-0.5%	-9%
> O=C(Cc1ccc(NC(=O)C2CCN(C(=O)C3CC3)CC2)cc1)Nc1cccc(C(=O)N2CCCCC2)c1
    -2%	i	.	15%	i	1.0	0%	-1.3%	1%

# Next part
SMILES,A549 tox,pAkt inh,MmCpn inh,Nrf2 inh,ATXN viability,CCT modulator,TGFb inhibitor,Nrf2 activator,HepG2 viability
CCCCCCn1c(C)nc2c(c1=O)c1nc3ccccc3nc1n2/N=C/c1ccco1,?,-108%*,0%,23µM*,?,0.4,6%,2.5%,2%
CCc1ccc(N2NC(=O)/C(=C/C=C/c3ccco3)C2=O)cc1,0%,i,1%,6%,i,0.2,-19%,3.1%,-22%
C/C(=N\N(Cc1ccccc1)c1ccccc1)c1cccnc1,0%,i,-4%,-10%,?,-1.3,5%,3.5%,-20%
Cc1ccccc1NC(=O)C1(C)Cc2ccccc2C(=O)O1 (centres undefined),2%,i,3%[15.4 µM],-19%,i,-2.7,-21%,-0.9%,-27%
COc1cc(C(C)=O)ccc1OCC(O)CN1CCN(c2ccc(C)c(C)c2)CC1 (centres undefined),7%,i,1%,7%,i,-0.6,-1%,0.3%,-43%
CCC(C)C(NC(=O)[C@@H](NC(=O)c1ccccc1F)C(C)C)C(=O)OC (some centres undefined),-4%,i,-1%,-17%,i,-1.0,?,0.2%,-6%
O=C(NCc1cccnc1)c1cccc(F)c1,-3%,.,0%,-6%,i,-3.4,1%,0.2%,-24%
CC(C)NC(=O)N1CCN(c2ccncc2S(=O)(=O)N2CCOCC2)CC1,6%,i,-16%,.,i,-1.2,4%,-0.3%,-11%
Cc1nc(-c2ccc(S(=O)(=O)Oc3ccc(Cl)cc3Cl)s2)cs1,-17%,i,-4%,?,.,-3.3,-19%,2.7%,-17%
O=C(Cc1ccc(Cl)cc1)Nc1cc(Cl)ccn1,-3%,i,.,?,i,-0.8,-10%,3.7%,-40%
CCCCOc1ccc(C(=O)NNC(=O)C2C3C=CC(C3)C2C(=O)O)cc1 (centres undefined),0%,i,2%,?,i,1.6,-2%,0.3%,-37%
N#Cc1c(-c2ccco2)cc(-c2ccccn2)nc1N,-3%,i,-2%,.,i,-1.4,2%,?,-49%
Cc1ccc2c(c1)C=CC(C)(C)S2=O (centres undefined),1%,i,0%,4%,i,-1.6,7%,-0.5%,0%
CN(C(=O)COC(=O)/C=C/c1ccc(F)cc1)c1c(N)n(Cc2ccccc2)c(=O)[nH]c1=O,0%,i,1%,11%,i,0.4,12%,-0.9%,5%
Cc1ccc(-c2csc3nnc(SCc4csc(C)n4)n23)cc1,-2%,i,3%,.,i,1.2,3%,0.7%,-9%
CC(=O)Nc1nc(C)nc(-c2ccccc2OC(C)=O)n1,0%[1.84 µM],i,-3%,8%,i,-0.6,-1%,0.6%,-72%
C=CCSc1nnc(NC(=O)CCN2C(=O)C3CC=CCC3C2=O)s1 (centres undefined),0%,i,3%,11%,i,-1.5,5%,-0.5%,-38%
c1ccc(CSc2nnc3ccc(-c4ccncc4)nn23)nc1,3%,i,3%,4%,i,-0.6,3%,2.4%,4%
CCO[C@H]1OC(C(=O)NC2CC2)=C[C@@H](c2csc3ccccc23)[C@@H]1CCCO,-1%,i,.,-1%,i,-0.5,-7%,-0.6%,-8%
COc1ccccc1NC(=O)CN1CCN(CC(=O)Nc2ccc3c(c2)OCO3)CC1,-2%,i,0%,.,?,-0.6,?,0.3%,-15%
